GLD-1 RNA inh – GLD-1-TGE RNA interaction inhibition (C. elegans); AID 2280; 320,000 tested, 0.44% active; inhibition, % at 5.96 µM; purified GLD-1 + fluorescein TGE RNA, fluorescence polarization;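 active = percent inhibition above a per-plate cutoff, the plate mean of test compounds plus 3 SD, cut at about 30% in these data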;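 also: 0% = DMSO wells with GLD-1 and probe and 100% = wells lacking GLD-1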
Bcl-xL primary – inhibitors of human Bcl-xL. GST-Bcl-xL / FITC-Bim BH3 peptide fluorescence polarization. inhibition, % at 10.9 µM. 320,000 tested, 0.7% active;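 active = inhibition above the mean of all tested compounds plus 3 SD, cutoff set per campaign, cut at about 30% in these data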;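 also: 0% = DMSO wells and 100% = unlabeled Bim-BH3 peptide competitor; inhibitors lower millipolarization by displacing the labeled peptide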
Target sequence (Q07817 whole entry, looked up): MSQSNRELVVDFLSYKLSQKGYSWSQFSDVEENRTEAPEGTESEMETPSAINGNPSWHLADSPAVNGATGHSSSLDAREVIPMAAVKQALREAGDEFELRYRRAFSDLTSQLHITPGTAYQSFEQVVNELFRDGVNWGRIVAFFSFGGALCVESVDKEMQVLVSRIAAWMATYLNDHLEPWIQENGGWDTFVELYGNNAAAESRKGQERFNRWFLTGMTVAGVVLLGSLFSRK
PME-1 primary – blocks human protein phosphatase methylesterase 1; Q9Y570; 320,000 tested, 0.53% active; AID 2130; recombinant PME-1, FP-Rh probe fluorescence polarization; inhibition, % at 5.9 µM;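 active = inhibition above the campaign mean of all compounds plus 3 SD, cut at about 26% in these data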;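 also: competitive labeling of PME-1 active site by serine hydrolase directed probe; 0% = PME-1 with DMSO and 100% = wells lacking PME-1 enzyme; inhibitors block probe labeling so polarization falls and inhibition rises; many of its hits are not listed in these tables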
Target sequence (Q9Y570 whole entry, looked up): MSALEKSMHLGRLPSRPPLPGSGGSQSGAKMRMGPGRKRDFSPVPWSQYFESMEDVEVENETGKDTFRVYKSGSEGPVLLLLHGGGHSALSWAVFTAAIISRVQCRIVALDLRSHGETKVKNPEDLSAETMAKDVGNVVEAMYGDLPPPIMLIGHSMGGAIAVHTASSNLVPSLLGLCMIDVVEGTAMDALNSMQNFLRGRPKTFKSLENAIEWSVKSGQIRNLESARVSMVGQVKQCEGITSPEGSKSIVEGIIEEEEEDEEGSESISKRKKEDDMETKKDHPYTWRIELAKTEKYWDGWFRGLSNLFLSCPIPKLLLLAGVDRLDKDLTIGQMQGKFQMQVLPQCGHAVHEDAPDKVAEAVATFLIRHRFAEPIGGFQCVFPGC
MCL1 BIM primary – disrupts human MCL1 binding to BIM-BH3 peptide | Q07820 | GST-MCL1 / FITC-Bim-BH3 fluorescence polarization | inhibition, % at 10.9 µM | 320,000 tested, 0.68% active | AID 2057;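 active = inhibition above the mean inhibition of all tested compounds plus 3 SD, set per campaign, cut at about 40% in these data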;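 also: 0% = DMSO wells and 100% = unlabeled Bim-BH3 peptide control; higher means more loss of mP so more displacement of Bim peptide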
MEX-5 binding – C. elegans MEX-5 TCR-2 RNA binding activity; activity score (negative = inhibition of binding), % at 10 µM; 300,000 tested, 0.38% active; MEX-5/FITC-TCR2 RNA binding, fluorescence polarization; active compounds read low;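 active = inhibition past about -25% in most replicates, and total fluorescence under double the plate's negative control median, limit read from the data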;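 also: 0% = DMSO and -100% = 5 µM competing unlabeled TCR2 RNA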
pPAFAH FP inh – pPAFAH (human) enzyme inhibition. recombinant pPAFAH, FP-rhodamine probe fluorescence polarization. AID 463082. inhibition, % at 3.39 µM. Q13093. 330,000 tested, 1.5% active;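 active = inhibition above the mean inhibition across the screen plus 3 SD, cut at about 25% in these data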;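 also: inhibitors block binding of the rhodamine activity-based probe so polarization drops; 0% = enzyme with DMSO and 100% = wells lacking pPAFAH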
Target sequence (Q13093 whole entry, looked up): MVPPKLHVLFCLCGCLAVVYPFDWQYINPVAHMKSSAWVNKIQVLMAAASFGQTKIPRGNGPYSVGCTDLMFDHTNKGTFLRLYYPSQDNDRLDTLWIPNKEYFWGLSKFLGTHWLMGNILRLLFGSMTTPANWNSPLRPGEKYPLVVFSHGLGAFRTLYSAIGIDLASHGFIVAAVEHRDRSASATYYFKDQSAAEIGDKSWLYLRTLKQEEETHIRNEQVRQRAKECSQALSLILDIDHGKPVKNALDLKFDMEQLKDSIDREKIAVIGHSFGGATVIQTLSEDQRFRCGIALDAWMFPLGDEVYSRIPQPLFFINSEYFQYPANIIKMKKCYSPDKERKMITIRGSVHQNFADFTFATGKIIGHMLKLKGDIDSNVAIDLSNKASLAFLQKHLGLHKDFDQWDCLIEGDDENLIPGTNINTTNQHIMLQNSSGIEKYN
Fam108B inh – Fam108B inhibition, counter-screen for RBBP9 inhibitors. recombinant Fam108B, FP-Rh probe fluorescence polarization. inhibition, % at 9.51 µM. 300,000 tested, 0.33% active;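 active = inhibition above the screen mean inhibition plus 3 SD, computed separately per campaign, cut at about 18% in these data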;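 also: inhibitors lower polarization as less probe binds the enzyme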
PAFAH1B2 inh – blocks human PAF acetylhydrolase 1b catalytic subunit 2 | recombinant PAFAH1B2, FP-rhodamine activity probe, fluorescence polarization | 340,000 tested, 1.2% active | inhibition, % at 3.39 µM;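 active = inhibition above the mean of all tested compounds plus 3 SD, cut at about 24% in these data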;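 also: 0% = enzyme with DMSO and 100% = wells lacking PAFAH1B2; many of its hits are not listed in these tables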
AHR act – activators of human aryl hydrocarbon receptor. P35869. 320,000 tested, 2.5% active. AHR-responsive luciferase reporter cells, luminescence. activation, % at 5 µM; in the data active = activation above about 47%;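 also: 0% = vehicle wells and 100% = reference agonist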
Starred values were filed as active, the others as inactive; x = not tested or not shown.

SMILES | GLD-1 RNA inh | Bcl-xL primary | PME-1 primary | MCL1 BIM primary | MEX-5 binding | pPAFAH FP inh | Fam108B inh | PAFAH1B2 inh | AHR act
Oc1ccc(-c2nnc(-c3ccccc3)c(-c3ccccc3)n2)cc1 | 5.2 | 6.5 | -35.8 | 1.7 | -0.7 | -1.9 | -7.5 | x | -4.9
COc1ccc(CCNC(=O)c2cc(-c3cc(C)c(C)cc3O)n[nH]2)cc1OC | 0.7 | 3.2 | -3.0 | -3.5 | -0.5 | 12.3 | 0.9 | 0.1 | 18.7
OCCN=C1CCCc2c1[nH]c1ccc(Br)cc21 | 1.8 | 1.6 | 4.8 | 5.8 | -1.4 | 14.7 | -0.9 | 2.8 | 0.2
CCCOc1ccc(Oc2ccc(S(=O)(=O)N3CCN(C)CC3)cn2)cc1 | -3.3 | 5.0 | -0.5 | 2.1 | 3.4 | -1.7 | -0.7 | 0.9 | -1.7
CCN(C(=O)COC(=O)c1c(-c2ccccc2)noc1C)c1c(N)n(Cc2ccccc2)c(=O)[nH]c1=O | 0.6 | -2.5 | -2.7 | 0.1 | 0.3 | 5.1 | 0.3 | 1.6 | 2.9
CCOC(=O)C(C)Sc1nc(N2CCOCC2)c2c(c1C#N)CC(C)(C)OC2 (stereo unspecified) | -5.0 | 4.6 | 7.0 | 4.9 | 4.0 | 2.4 | 1.8 | x | 2.5
O=C(CN1CCN(C(=O)c2ccco2)CC1)Nc1cc(C(F)(F)F)ccc1Cl | 0.3 | 2.7 | 0.2 | -1.0 | -4.0 | -0.6 | -3.4 | 4.1 | -3.6
COc1ccc2cc3c(N)c(C(=O)N4CCCC4)sc3nc2c1 | 0.1 | 0.1 | 10.7 | -9.8 | -4.0 | 15.0 | 1.9 | x | -13.1
CN(CC(=O)Nc1ccc(F)cc1)CC(=O)N1CCCCCC1 | 2.2 | -1.4 | -0.9 | -8.6 | x | 2.0 | x | -2.2 | 2.4
COc1ccccc1NC(=O)c1ccc(CSc2ncccn2)cc1 | 4.8 | 8.8 | -0.1 | 8.5 | 0.9 | 2.9 | 3.0 | x | 4.7
CC1(C)OC2C(O1)[C@@H](CO)O[C@H]2n1cnc2c(N)ncnc21 (stereo partly specified) | -1.4 | 2.4 | 6.0 | -0.2 | 1.0 | 2.6 | 0.0 | 1.8 | 0.4
Cc1cccc(-n2c(O)c(C=NCCCN3CCOCC3)c3ccccc3c2=O)c1 | -0.9 | 2.0 | -1.8 | 5.8 | 2.3 | 6.0 | 1.9 | 7.4 | -4.8
Nc1nnc(SCc2ccccc2)n1-c1ccccc1 | 4.1 | 2.9 | 0.3 | -5.1 | -1.2 | 5.7 | 5.1 | 1.9 | -0.8
CCc1nc(C)cn1S(=O)(=O)c1ccc(Cl)c(Cl)c1Cl | 3.0 | 7.1 | -0.5 | 4.0 | 0.7 | 2.5 | 0.9 | -0.5 | -0.9
CN(C)/N=C/C=C1\CC/C(=C\c2ccc(F)c(F)c2)C1=O | -12.6 | -4.2 | -0.1 | -15.1 | -3.7 | 4.5 | 5.9 | 7.6 | -2.5
O=C(c1cnn2c(C(F)(F)F)cc(-c3ccccc3)nc12)N1CCOCC1 | -6.5 | 2.9 | 3.3 | 1.6 | -3.8 | 4.3 | -2.6 | 1.0 | 1.7
Cc1ccc(-c2ccc(/C=N/N3C(=O)C4C5C=CC(CC5)C4C3=O)o2)c([N+](=O)[O-])c1 (stereo unspecified) | 18.7 | 14.3 | 8.3 | 4.8 | 0.9 | 25.4* | 3.3 | 5.0 | 6.6
O=C(O)C1CCN(C(=O)OCc2ccccc2)CC1 | 1.9 | -1.4 | -7.0 | -1.3 | -8.4 | 2.9 | -0.2 | -1.5 | 16.9
CCOC(=O)C(=CNc1ccc2c(c1)CCN2C(C)=O)C(=O)OCC | 3.5 | 4.8 | -2.2 | 3.4 | 1.6 | 2.7 | -2.1 | 6.6 | -5.0
CCCNC(=O)c1oc2ccc3c(c2c1C)C(=O)CC(C)(C)O3 | -4.4 | 3.2 | -4.4 | 1.5 | -1.3 | 3.0 | 2.6 | 1.3 | 14.8
COc1ccc(CN2CN(S(=O)(=O)c3ccccc3)c3nc4ccccc4nc32)cc1 | 2.4 | 4.4 | 0.9 | 10.1 | 1.4 | 8.0 | -7.3 | 1.8 | 2.7
CCOc1ccc(OCCC(=O)NNC(=O)c2cc(OC)c(OC)c(OC)c2)cc1 | 6.8 | -18.6 | -10.6 | -17.4 | -1.2 | -4.0 | -1.4 | 3.3 | 5.2
Cc1c(CNCC(C)c2ccccc2)c(C(=O)O)c(C)n1Cc1ccccc1 (stereo unspecified) | 2.5 | 1.2 | -2.1 | -4.1 | 4.2 | 3.5 | -2.8 | 6.3 | 0.1
Cc1cc(C(=O)NC2CCCc3c2cnn3-c2ccc(C(C)(C)C)cc2)n[nH]1 (stereo unspecified) | 2.6 | 6.3 | 5.3 | 2.9 | 2.9 | 0.4 | -2.1 | 1.0 | 4.1
CCOC(=O)Cn1c(S(=O)(=O)Cc2cccc(F)c2)nc(-c2ccccc2)c1-c1ccccc1 | 13.2 | 2.2 | 1.6 | 1.6 | -1.7 | 11.9 | -0.1 | 4.5 | -1.1
The results go on.
SMILES | GLD-1 RNA inh | Bcl-xL primary | PME-1 primary | MCL1 BIM primary | MEX-5 binding | pPAFAH FP inh | Fam108B inh | PAFAH1B2 inh | AHR act
CCOc1ccc2c(c1)C(c1ccc(C)o1)=NNC(c1ccncc1)=N2 | 3.7 | 7.3 | -4.7 | 7.6 | 1.5 | 4.9 | 1.4 | -6.5 | 9.4
C[C@@H]1CN([C@H](C)CO)C(=O)c2cc(NC(=O)C3CCCCC3)ccc2O[C@@H]1CN(C)Cc1ccncc1 | 3.4 | x | x | x | x | 2.0 | x | -0.1 | -0.8
CN(CC(=O)Nc1ccc(Cl)c(C(F)(F)F)c1)C(=O)CCc1nc2ccccc2c(=O)[nH]1 | 2.7 | 4.7 | 1.4 | -3.8 | x | -0.9 | x | 5.0 | -0.6
CCCn1nc(C(=O)Nc2ccc3nc(C)sc3c2)c2ccccc2c1=O | -19.3 | 1.9 | -2.5 | -3.2 | -34.8* | 4.0 | -2.7 | -0.3 | 13.9
COCc1nnc(NS(=O)(=O)c2ccc(NC(C)=O)cc2)s1 | -4.2 | 8.9 | -0.1 | 10.8 | 1.7 | 2.6 | -1.7 | 4.9 | -0.2
COc1ccc(N2CCN(C(=O)COC(=O)COc3ccc(C#N)cc3)CC2)cc1 | 4.4 | -4.7 | -3.2 | -7.9 | 0.0 | 2.3 | 5.6 | 4.8 | 0.2
CCOCCCn1c(SCC(=O)Nc2ccccc2OC)nc2ccccc2c1=O | 4.5 | 4.5 | -6.4 | -4.0 | -1.7 | -0.3 | -0.6 | 3.9 | 3.9
Cc1cccc(NC(=S)NC2CCCCC2)n1 | 5.9 | -32.9 | -1.3 | -11.7 | -2.4 | 9.9 | 4.3 | -0.3 | 0.7
COc1cccc(N2CCN(c3cnc4ccccc4n3)CC2)c1 | -0.6 | 3.4 | 0.4 | 4.3 | -2.3 | 3.8 | 0.8 | 1.1 | -4.6
Cn1c(N)c(C(=O)COC(=O)c2ccc(Br)o2)c(=O)n(C)c1=O | 2.4 | -6.4 | 1.8 | -2.8 | -1.8 | 0.4 | -4.8 | -2.5 | 2.4
CN1CCC(=NOc2ccc([N+](=O)[O-])cc2)CC1 | 16.0 | -0.5 | -0.9 | 28.5 | 0.2 | 1.4 | 1.8 | -2.4 | 0.5
Cc1ccccc1NC(=O)C1CCCN1S(=O)(=O)c1cccc2cccnc12 (stereo unspecified) | 4.8 | 5.1 | -6.0 | 2.6 | 1.1 | -2.6 | -1.6 | -1.7 | 12.7
CC(C)OCCCNC(=O)[C@H]1N2C(=O)c3ccccc3C2SC1(C)C (stereo partly specified) | 1.1 | 9.1 | 6.6 | 10.3 | 0.6 | 2.0 | 1.8 | -0.3 | 0.4
Cc1ccccc1OC(C)C(=O)Nc1ccc(S(=O)(=O)Nc2nccs2)cc1 (stereo unspecified) | 8.3 | 10.2 | -1.0 | 11.4 | -1.5 | 5.5 | 1.8 | 2.0 | 1.3
O=C(CSc1nnc(-c2ccccn2)o1)Nc1ccc(F)cc1 | -0.4 | 7.0 | 0.7 | 2.6 | -2.4 | 3.1 | 7.5 | -4.8 | 4.5
CC1CCN(c2ccc3nnc(CCC(=O)NC(C)C)n3n2)CC1 | 0.6 | -2.2 | -8.1 | -5.7 | -3.3 | 2.1 | -0.7 | 4.7 | 0.7
CC1CC(C)CN(C(=O)c2nn(C)c3c2CSc2ccccc2-3)C1 (stereo unspecified) | 5.4 | 5.1 | 7.4 | 4.3 | -1.3 | 0.5 | 0.1 | 5.6 | 14.4
CCN(CC)S(=O)(=O)c1ccc(C(=O)N2CCc3ccccc32)cc1 | 2.3 | 1.6 | -1.3 | 1.9 | 1.5 | -1.1 | 1.2 | 0.1 | -2.3
COc1cc(/C=N/S(=O)(=O)CCc2ccccc2)ccc1O | -2.3 | 2.7 | 6.2 | 12.8 | 2.9 | 4.4 | 2.5 | 3.3 | 18.9
CCCCn1c(N)c(N(CCC(C)C)C(=O)COC(=O)c2cccnc2OCC)c(=O)[nH]c1=O | 0.6 | -3.4 | -0.9 | 4.4 | x | 0.0 | x | 1.9 | -1.8
O=C(N[C@@H](Cc1ccccc1)C(=O)NC1CCCCCC1)c1ccco1 | 0.5 | -2.9 | -6.8 | 2.6 | -0.6 | 0.0 | 3.4 | 5.1 | 5.8
Cn1nccc1C(=O)Nc1cccc(C(F)(F)F)c1 | -1.2 | 6.6 | -3.1 | 5.0 | 1.1 | -2.1 | -4.5 | 0.1 | 13.4
CCc1cc(=O)oc2c(C)c(O)c(CN(C)C)cc12 | 4.3 | 7.7 | -6.2 | 7.4 | 1.6 | -2.4 | -1.1 | 0.6 | 2.8
CCC(C)c1ccc(NC(=O)C/C(C)=N/NC(=O)c2cnccn2)cc1 (stereo unspecified) | -4.9 | -0.8 | -6.4 | 8.6 | 0.4 | 1.0 | -3.6 | -0.8 | 21.1
O=C(NNC1=NCCN1Cc1ccccc1)c1cccc(C(F)(F)F)c1 | 4.1 | 1.1 | -2.9 | 12.4 | -1.3 | 7.2 | -1.2 | 1.4 | 1.9
COc1ccc(C(=O)NCC(=O)OCC(=O)NCc2ccc3c(c2)OCO3)cc1 | 1.3 | x | x | x | x | -0.8 | x | 3.0 | -1.8
CCO[C@H]1OC(C(=O)N2CCN(C)CC2)=C[C@@H](c2ccc3c(c2)OCO3)[C@@H]1CCCO | -1.4 | -0.7 | 1.6 | -1.0 | -0.6 | 7.2 | 0.5 | -2.8 | 3.7
CCN(CC)S(=O)(=O)c1cccc(-c2nnc(SCCOc3ccccc3)o2)c1 | 6.2 | -0.7 | -9.8 | -0.7 | -0.1 | 8.7 | -5.5 | 3.3 | -2.0
Cc1ccc(NC(=O)C2CCCCC2)c(O)c1 | 0.5 | -0.4 | -6.0 | 0.4 | 0.2 | 0.6 | -1.1 | x | 0.1

3 entries from above, arranged by their value in AHR act, smallest number first:
molecule | AHR act
CCN(CC)S(=O)(=O)c1cccc(-c2nnc(SCCOc3ccccc3)o2)c1 | -2.0
Cc1cccc(NC(=S)NC2CCCCC2)n1 | 0.7
O=C(O)C1CCN(C(=O)OCc2ccccc2)CC1 | 16.9

Not all compounds are listed; the hit share may differ from the screen's.
